Source: PubChem BioAssay (Sanford-Burnham Center for Chemical Genomics)
tim10-1 inh: inhibits growth of tim10-1 mutant yeast; inhibition, % at 20 µM; S. cerevisiae tim10-1 ts strain growth, BacTiter-Glo, 24 h; 330,000 compounds, 2.2% hits;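 active = inhibition of at least 40%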;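 also: mutant grown at 25 °C; 0% = DMSO wells with yeast and 100% = wells holding no yeast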
CHOP UPR activ: apoptotic UPR (CHOP) activation; CHO-CHOP luciferase reporter, luminescence; percent of tunicamycin response over DMSO baseline; activation, % at 10 µM; 330,000 compounds, 0.34% hits; AID 449763;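 active = at 10 µM dose, activation of 40% or more, normalized to positive control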;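 also: 100% = tunicamycin at 10 µg/mL and 0% = DMSO alone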
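Assay system: CHO-CHOP cells, stable luciferase reporter of PERK-eIF2a-CHOP signalling / Buffer or medium: F12 plus 10% serum / Compound dosing: one dose, 10 µM in 0.5% DMSO / Times: 6 h compound treatment, 37 °C / Technique: luciferase luminescence / Read-out: % reporter activation, DMSO baseline versus tunicamycin full activation / Benchmarks: tunicamycin and DMSO controls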
Jurkat NFkB inh: lowers PMA/ionomycin-induced NF-kB signal in Jurkat cells; PMA/ionomycin-induced NF-kB luciferase reporter, luminescence; inhibition, % at 4 µM; 330,000 compounds, 0.53% hits; AID 435003; in the data active = inhibition above about 50%
697 NFkB inh: inhibitors of the PMA/ionomycin-induced NF-kB reporter in 697 B cells. 697 B-cell NF-kB luciferase reporter, 16 h. inhibition, % at 4 µM. 330,000 compounds, 0.33% hits. AID 435022; in the data active = inhibition above about 35%
tim23-1 inh: growth inhibitors of tim23-1 mutant yeast; inhibition, % at 20 µM; AID 463212; 330,000 compounds, 1.3% hits; S. cerevisiae tim23-1 growth, BacTiter-Glo luminescence, 24 h;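 active = growth inhibition of the mutant yeast at or above 50%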;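 also: temperature-sensitive mutant grown at 25 °C; plate controls were DMSO-treated mutant yeast for no effect and medium wells lacking yeast for full effect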
Mdm2-MdmX inh: inhibitors of human Mdm2/MdmX interaction; 330,000 compounds, 3% hits; inhibition, % at 8 µM; O15151+Q00987; SaOS-2 split-luciferase Mdm2/MdmX complementation, luminescence;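 active = inhibition of at least 50% at 8 µM in the primary screen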
Target sequence (O15151 whole entry, looked up): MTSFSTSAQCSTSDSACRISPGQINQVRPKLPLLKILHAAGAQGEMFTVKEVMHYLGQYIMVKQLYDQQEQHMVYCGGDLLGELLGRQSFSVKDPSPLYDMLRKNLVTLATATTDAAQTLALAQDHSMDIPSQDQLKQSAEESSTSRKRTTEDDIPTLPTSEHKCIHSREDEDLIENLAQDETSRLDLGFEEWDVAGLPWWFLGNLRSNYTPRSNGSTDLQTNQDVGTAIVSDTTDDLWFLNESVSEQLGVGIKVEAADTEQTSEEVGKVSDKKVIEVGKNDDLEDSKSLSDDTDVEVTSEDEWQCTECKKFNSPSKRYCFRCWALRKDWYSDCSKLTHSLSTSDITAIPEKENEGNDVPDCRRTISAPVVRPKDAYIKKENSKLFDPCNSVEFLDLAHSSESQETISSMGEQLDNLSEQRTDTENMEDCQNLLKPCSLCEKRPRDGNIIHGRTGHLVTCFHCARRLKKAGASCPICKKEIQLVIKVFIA
Target sequence (Q00987 whole entry, looked up): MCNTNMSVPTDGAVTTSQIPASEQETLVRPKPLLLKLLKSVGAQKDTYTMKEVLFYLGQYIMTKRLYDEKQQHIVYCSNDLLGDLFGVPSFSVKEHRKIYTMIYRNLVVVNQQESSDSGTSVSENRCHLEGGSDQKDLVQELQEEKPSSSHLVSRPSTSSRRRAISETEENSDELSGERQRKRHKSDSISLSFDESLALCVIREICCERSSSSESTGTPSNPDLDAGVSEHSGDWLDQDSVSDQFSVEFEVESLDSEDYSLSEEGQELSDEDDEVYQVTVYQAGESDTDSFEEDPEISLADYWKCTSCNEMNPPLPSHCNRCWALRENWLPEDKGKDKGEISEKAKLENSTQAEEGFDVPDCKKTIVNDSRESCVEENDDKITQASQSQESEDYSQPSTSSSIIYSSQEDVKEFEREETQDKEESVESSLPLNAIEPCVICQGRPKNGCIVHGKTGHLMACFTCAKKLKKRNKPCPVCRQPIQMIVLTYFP
UPR XBP1 act: adaptive UPR (XBP1) activation | CHO-XBP1 luciferase reporter, IRE1-XBP1 UPR activation, luminescence; percent of tunicamycin response, DMSO as zero | activation, % at 20 µM | 330,000 compounds, 0.33% hits | AID 463104;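 active = versus positive control, 20 µM dose yields 30% or more activation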;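 also: 100% = tunicamycin at 10 µg/mL and 0% = DMSO only wells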
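Material: CHO-XBP1 cells stably carrying IRE1-XBP1-driven luciferase reporter / Amount: 1000 cells per well / Compound: 20 µM, 1% DMSO / Times: 6 h treatment, 37 °C / Detection: luciferase luminescence / Measure: % activation of reporter signal versus tunicamycin and DMSO controls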
TIM10 inh: TIM10 yeast growth inhibition. 330,000 compounds, 1.4% hits. S. cerevisiae TIM10 strain growth, BacTiter-Glo luminescence, 24 h. AID 463195. inhibition, % at 10 µM;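 active = inhibition of 40% or more at the single tested concentration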;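 also: wild-type TIM10 isogenic control strain grown at permissive 25 °C; 0% = DMSO yeast wells and 100% = minimal medium wells without yeast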
* marks the source's active call; other numbers are inactive results. Rows are unselected; about 6.6% have a hit in one of these screens.

Molecule | tim10-1 inh | CHOP UPR activ | Jurkat NFkB inh | 697 NFkB inh | tim23-1 inh | Mdm2-MdmX inh | UPR XBP1 act | TIM10 inh
COc1ccc(C(=O)N[C@H](C(=O)OCc2cc(=O)oc3cc(C)ccc23)C(C)C)cc1 | 17 | 2.2 | 5 | 6 | 17 | -18 | -2 | 11
CC(=O)c1cccc(NC(=O)C(C)N(C)CC(=O)Nc2ccc(Cl)cc2)c1 (stereo not drawn) | 1 | -1.8 | 1 | 6 | -14 | 18 | -1 | 7
NC(=O)C1(N2CCCCC2)CCN(S(=O)(=O)c2cc(Cl)ccc2Cl)CC1 | 27 | 0.0 | -6 | 11 | 29 | 21 | -1 | -3
Cc1nc(SCc2ccccc2)n[nH]1 | 8 | 3.7 | -12 | 0 | 11 | 16 | 8 | -4
Cc1ccc(CN2CC(C(=O)Nc3cc(S(C)(=O)=O)ccc3Cl)CC2=O)cc1 (stereo not drawn) | 17 | 0.8 | -14 | -16 | 18 | 14 | -1 | -4
CCCCC(=O)NS(=O)(=O)c1ccc(N=NN(CC)CC)cc1 | 2 | 0.6 | 2 | 3 | 3 | -12 | -2 | 17
CCOC(=O)C1CCN(Cc2oc(CO)cc(=O)c2O)CC1 | -2 | 1.4 | -13 | -10 | 11 | -6 | 1 | -2
CN(Cc1cc(=O)[nH]c2ccccc12)C(=O)c1ccccc1 | 13 | 0.8 | 5 | 16 | -13 | 3 | 2 | -7
COc1cccc(CNC(=O)COC(=O)C23CC4CC(CC(Cl)(C4)C2)C3)c1 | 18 | 1.3 | 11 | 4 | 49 | 4 | 0 | 26
CCc1ccc(CN(C)C(=O)C2CCC(=O)N(CC3CCCCC3)C2)cc1 (stereo not drawn) | 23 | -0.5 | 2 | -3 | 19 | 21 | -6 | 5
CCOC(=O)C1=NOC(Cn2cc(C(C)=O)c(=O)[nH]c2=O)C1 (stereo not drawn) | -1 | -1.1 | 6 | -11 | 0 | -5 | -5 | 8
CCOC(=O)c1sc(=NC(=O)c2cccc(C)c2)n(C)c1C | 5 | 12 | -186 | -114 | 3 | -67 | 12 | 37
O=C(Cc1c[nH]c2ccccc12)OCCOC(=O)Cc1c[nH]c2ccccc12 | 35 | -0.6 | -3 | 10 | 32 | -5 | -1 | 31
CCOc1cc(C2C(C(=O)c3ccco3)=C(O)C(=O)N2CC2CCCO2)ccc1O (stereo not drawn) | -6 | 1.8 | 8 | 11 | -2 | -12 | -2 | 7
NC(=O)C(c1ccccc1)c1ccc(C(=O)c2ccccc2)cc1 (stereo not drawn) | 12 | 2.3 | 9 | 11 | 10 | 17 | -3 | 2
Cc1cccc(-n2c(SCC(=O)NC3CCCC3)nnc2-c2ccoc2C)c1 | 15 | 1.9 | -34 | -28 | 22 | -8 | 3 | 9
COc1ccc(C2Oc3ccccc3N2C(C)=O)cc1 (stereo not drawn) | 28 | 0.0 | -4 | 13 | 20 | 18 | -1 | 14
COC(=O)c1ccccc1NC(=O)CCS(=O)(=O)c1ccc(Br)s1 | 44* | 0.2 | 0 | 10 | 55* | 15 | -2 | 33
CCN1C(=O)/C(=C\N2CCCCCC2)SC1=S | 26 | -0.8 | -6 | -13 | 6 | -10 | 0 | -5
COc1ccc(CN(C)C(=S)Nc2ccc(Cl)cc2)cc1 | 26 | 1.2 | 14 | 2 | 33 | 10 | -3 | 18
CCc1ccc[n+](-c2nc3ccccc3nc2C(=C=[N-])C#N)c1 | -6 | 0.8 | -8 | -9 | -3 | -9 | -2 | -1
O=S(=O)(CCSc1ccccn1)c1nc2ccccc2s1 | 23 | 1.5 | -1 | 4 | 55* | 80* | 12 | 23
CCOc1ccc(C(=O)O/N=C(\N)c2ccc([N+](=O)[O-])cc2)cc1OCC | 28 | 3.3 | 13 | -30 | 13 | 60* | 1 | 2
COc1cccc(C(=O)Nc2cc(NC(=O)c3cccs3)ccc2C)c1OC | 14 | -1.1 | -48 | -41 | 43 | 32 | 4 | -2
COc1cccc(NC(=O)N2CCCC2C(=O)Nc2ccc3c(c2)OCO3)c1 (stereo not drawn) | 13 | 0.0 | 11 | 1 | 22 | 1 | 2 | 0
Cc1nc2ccccc2c(=O)n1CCCO | 12 | 0.4 | -5 | 17 | -4 | -10 | -1 | 1
CCOC(=O)c1c2n(c3c(NCc4ccccc4)ncnc13)CCCC2 | -3 | -0.3 | 12 | -3 | 4 | 2 | -3 | -5
CCC(=O)N1CCc2cc(S(=O)(=O)NCCN3CCC(C)CC3)ccc21 | 11 | 0.3 | 19 | 14 | 8 | -4 | 1 | -1
CCCCCc1cccnc1 | 2 | 1.3 | 1 | 12 | 15 | -11 | -4 | -10
Cc1cn2c(=O)c(C(=O)N3CCN(c4ccccc4F)CC3)cnc2s1 | 4 | 0.0 | 6 | 10 | 0 | 17 | -3 | -5

Ordered by the number under UPR XBP1 act (largest number first): some entries from above.
| SMILES | tim10-1 inh | Jurkat NFkB inh | 697 NFkB inh | Mdm2-MdmX inh | UPR XBP1 act |
| --- | --- | --- | --- | --- | --- |
| Cc1nc(SCc2ccccc2)n[nH]1 | 8 | -12 | 0 | 16 | 8 |
| CN(Cc1cc(=O)[nH]c2ccccc12)C(=O)c1ccccc1 | 13 | 5 | 16 | 3 | 2 |
| CCC(=O)N1CCc2cc(S(=O)(=O)NCCN3CCC(C)CC3)ccc21 | 11 | 19 | 14 | -4 | 1 |
| CCOc1cc(C2C(C(=O)c3ccco3)=C(O)C(=O)N2CC2CCCO2)ccc1O (stereo not drawn) | -6 | 8 | 11 | -12 | -2 |

Additional structures
Molecule | tim10-1 inh | CHOP UPR activ | Jurkat NFkB inh | 697 NFkB inh | tim23-1 inh | Mdm2-MdmX inh | UPR XBP1 act | TIM10 inh
CC(Oc1ccc(Cl)cc1Cl)C(=O)Nc1cccc(O)c1 (stereo not drawn) | 37 | -0.7 | -19 | 12 | 30 | -4 | 1 | 9
COc1ccc(NC(=O)CN2CCC(C(=O)c3ccc(F)cc3)CC2)c(OC)c1 | 2 | 0.4 | 0 | -11 | 13 | 3 | -2 | 10
CCN(C(=O)COC(=O)c1cccnc1Nc1cccc(C(F)(F)F)c1)C1CCS(=O)(=O)C1 (stereo not drawn) | 27 | 2.9 | 0 | 15 | 10 | 0 | -1 | 26
CC(C)CC1Nc2ncnc(N3CCOCC3)c2N(Cc2ccccc2)C1=O (stereo not drawn) | 7 | 1.2 | 2 | -8 | 13 | -10 | 3 | 1
O=c1nc2n(c3sc4c(c13)CCCC4)C(CBr)CS2 (stereo not drawn) | 19 | 0.4 | 13 | 10 | 11 | -21 | -1 | 7
Cc1ccc(NC(=O)CCc2ccc(S(=O)(=O)N3CCOCC3)cc2)c(Cl)c1 | 20 | -0.8 | -11 | -9 | 18 | 5 | -3 | 0
COCCN(CCOC)c1cc(C)c(C#N)c2nc3ccccc3n12 | -6 | -1.1 | -3 | 16 | -9 | 7 | 1 | -5
Cc1ccccc1NC(=O)CCCN1C(=O)C2CC=CCC2C1=O (stereo not drawn) | -7 | 2.9 | -14 | 17 | 6 | 18 | -6 | -3
COCCNc1nc(-c2cc(C(=O)Nc3ccccc3)on2)cc(C(C)C)n1 | 19 | 1.2 | -7 | 14 | 24 | 21 | -2 | 7
Cc1[nH]c2ccccc2c1C(=O)C(C)OC(=O)C1CCC1 (stereo not drawn) | 24 | 1.9 | 5 | -6 | 15 | -8 | -2 | 18
N#CC1=C(N)NC(SCc2ccccc2)=C(C#N)C12CCCC2 | -214 | 1.0 | 5 | -15 | -254 | 40 | 0 | -106
CC1(C)CC(=O)C2=C(C1)OC1=C(C(=O)CC(C)(C)C1)C2(C)C | 12 | 2.0 | -4 | 9 | 12 | -5 | 2 | -1
Cc1c(C(=O)N2CCN(C(=O)c3ccccc3)CC2)oc2ccc(F)cc12 | 13 | 0.3 | 5 | 1 | 28 | -3 | -2 | 4
Cc1ccc(S(=O)(=O)c2c[nH]c3cc4c(cc3c2=O)OCO4)cc1 | -15 | 0.7 | -9 | 9 | -3 | -1 | 0 | -2
O=C(NC1CCCCC1)N1CCN(c2ccc([N+](=O)[O-])cc2)CC1 | 7 | -1.9 | 29 | -16 | 2 | 28 | -7 | 0
O=C(Nc1ccon1)C12CC3CC(C1)CC(n1cnc([N+](=O)[O-])n1)(C3)C2 | 3 | -1.4 | -7 | 14 | 1 | -18 | -3 | 8
CSc1ccc(N2C(=O)NC3(CCCCC3)C2=O)cc1 | 14 | 3.0 | -24 | -75 | 16 | -28 | -1 | 4
COc1cc(S(=O)(=O)N2CCN(C)CC2)c(OC)cc1Cl | -5 | 1.1 | -15 | -11 | 8 | -3 | -2 | -25
Cc1ccc(C)c(OCC(=O)Nc2ccc(S(=O)(=O)Nc3onc(C)c3C)cc2)c1 | 10 | 0.9 | 1 | 11 | 9 | 17 | 1 | 0
Cc1cnc(CN(C)Cc2c(C(=O)N3CCc4ccccc4C3)nc3ccc(Cl)cn23)[nH]1 | 14 | -1.5 | 1 | -14 | 10 | 8 | -2 | -5
CCN1CCCc2cc(CN(CCN3CCOCC3)C(=S)Nc3ccccc3C)ccc21 | 9 | -0.9 | 2 | 12 | 23 | 19 | -3 | 24
Cc1cc(C)n(-c2cccc3cccnc23)n1 | -2 | 0.8 | 7 | 0 | 4 | -12 | 3 | 4
CCC(CC)C(=O)c1c[nH]c(C(=O)NCCCN2CCOCC2)c1 | 9 | -0.4 | 8 | 17 | -6 | 5 | -1 | 11
CN1C(C(=O)Nc2ccc(OC(F)(F)F)cc2)=CC(c2ccc3c(c2)OCO3)=NS1(=O)=O | 15 | 0.8 | 13 | 2 | 2 | 15 | -4 | 1
Cc1nc(C)c(C(=O)Nc2ccccc2-c2ccccc2)o1 | 18 | 0.1 | -13 | 1 | 19 | -20 | -1 | 3

Copied from the list:
`O=C(Nc1ccon1)C12CC3CC(C1)CC(n1cnc([N+](=O)[O-])n1)(C3)C2` in TIM10 inh: 8
`N#CC1=C(N)NC(SCc2ccccc2)=C(C#N)C12CCCC2` in TIM10 inh: -106

Molecules from the list above containing a cyano group (three):
Molecule | tim10-1 inh | CHOP UPR activ | Jurkat NFkB inh | 697 NFkB inh | tim23-1 inh | Mdm2-MdmX inh | UPR XBP1 act | TIM10 inh
CCc1ccc[n+](-c2nc3ccccc3nc2C(=C=[N-])C#N)c1 | -6 | 0.8 | -8 | -9 | -3 | -9 | -2 | -1
COCCN(CCOC)c1cc(C)c(C#N)c2nc3ccccc3n12 | -6 | -1.1 | -3 | 16 | -9 | 7 | 1 | -5
N#CC1=C(N)NC(SCc2ccccc2)=C(C#N)C12CCCC2 | -214 | 1.0 | 5 | -15 | -254 | 40 | 0 | -106
